# Bioassay records from PubChem BioAssay.
# S100A4 MyoIIA – inhibitors of S100A4-myosin IIA peptide binding, primary screen, biochemical, fluorescence polarization, TAMRA-MyoIIA peptide; Protein S100-A4 (Homo sapiens), P26447; inhibition, % at 10.7 µM; 360,000 compounds, 0.14% hits;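 active means mean inhibition of at least 70% across replicates, with every replicate also reaching that level; inconclusive means mean inhibition reaches 70% but some replicates fall short; inactive means mean inhibition below 70%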
# Target sequence (P26447 whole entry, looked up): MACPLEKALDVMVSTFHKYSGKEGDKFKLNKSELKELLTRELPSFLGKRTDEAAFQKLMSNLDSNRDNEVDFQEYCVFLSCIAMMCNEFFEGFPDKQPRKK
#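 incubation = readout 5 min after mixing, signal stable up to 60 min | system = S100A4 monomer protein | buffer or medium = HEPES pH 7.2 with CaCl2, KCl, NaCl, DTT, Triton | benchmarks = neutral control DMSO, positive control TFP | also added = fluorescent myosin IIA peptide, 5 nM | compound dosing = one concentration per compound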
# E-sel inducer – E-selectin induction in HUVECs, primary screen, imaging, HUVEC, immunofluorescence imaging, single point | P16581 | normalized: neutral wells 0, TNF-alpha wells 100 | activation, % at 7.58 µM | 260,000 compounds, 0.37% hits;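 active means mean E-selectin-positive cell signal at least 10% of the positive control, reached in at least 60% of replicates, without over 20% cell loss; inconclusive means no rule given, readout overlaps actives, possibly toxicity-flagged; inactive means the rest, including those meeting only one limit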;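 further: in these data hits start at about 27%; measured in HUVEC primary endothelial cells; signal is the percent of cells scored E-selectin positive by PE staining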
#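 Assay system: HUVEC, human umbilical vein endothelial cells / Amount: 3,000 HUVEC/well / Controls: TNF-alpha positive control, DMSO neutral control / Compound dosing: single concentration / Medium: EGM-2 over gelatin coat / Evaluation: percent E-selectin-positive cells / Signal: immunofluorescence imaging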
# DENV2 CPE rescue – inhibitors of DENV2 cytopathic effect, primary screen, cell-based, plate reader, single concentration; AID 651640, 2012; CPE inhibition, % at 9.99 µM; 350,000 compounds, 1.7% hits; DENV2-infected cells, cytopathic effect rescue; in the data active means CPE inhibition above about 20%, passing the limit was not always enough; inconclusive means no clear call, values can overlap the other calls; tested in BHK-21 cells;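 further: 0% = median of neutral control wells and 100% = median of positive control wells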
# PglD inh – C. jejuni PglD acetyltransferase inhibitors, primary screen, biochemical, DTNB colorimetric, single point | UDP-N-acetylbacillosamine N-acetyltransferase PglD (Campylobacter jejuni) | purified PglD enzyme, DTNB colorimetric CoA detection | inhibition, % at 12.5 µM | 360,000 compounds, 0.098% hits | AID 602405, 2012; in the data active means inhibition above about 16%, passing the limit was not always enough; inconclusive means no clear call, values can overlap the other calls; further: strong numbers were not always called active
# C2C12 statin – suppressors of statin myotoxicity in C2C12 myotubes, primary screen, cell-based, single point, plate reader; 330,000 compounds, 0.78% hits; rescue of ATP level, % at 7.49 µM; C2C12 myotubes + simvastatin, ATP luminescence, 48 h; scaled: DMSO 0, geranylgeraniol control 100;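 active means mean ATP rescue above about 67%, or every replicate alone reaching that limit, limit read from the data, passing the limit was not always enough; inconclusive means no clear call, values can overlap the other calls; inactive means mean under the limit and some replicate under it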;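 further: myotubes were challenged with 10 µM simvastatin during compound exposure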
# ERp5 block – inhibitors of ERp5-driven insulin aggregation, primary screen, biochemical, turbidity, absorbance 650 nm, single point; Protein disulfide-isomerase A6 (Homo sapiens), Q15084; 350,000 compounds, 0.05% hits; inhibition, % at 9.99 µM; 90 min;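 active means mean replicate inhibition above about 25%, with every replicate also reaching it, limit read from the data, passing the limit was not always enough; inconclusive means only one of those two criteria met; inactive means neither criterion met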
# Target sequence (Q15084 whole entry, looked up): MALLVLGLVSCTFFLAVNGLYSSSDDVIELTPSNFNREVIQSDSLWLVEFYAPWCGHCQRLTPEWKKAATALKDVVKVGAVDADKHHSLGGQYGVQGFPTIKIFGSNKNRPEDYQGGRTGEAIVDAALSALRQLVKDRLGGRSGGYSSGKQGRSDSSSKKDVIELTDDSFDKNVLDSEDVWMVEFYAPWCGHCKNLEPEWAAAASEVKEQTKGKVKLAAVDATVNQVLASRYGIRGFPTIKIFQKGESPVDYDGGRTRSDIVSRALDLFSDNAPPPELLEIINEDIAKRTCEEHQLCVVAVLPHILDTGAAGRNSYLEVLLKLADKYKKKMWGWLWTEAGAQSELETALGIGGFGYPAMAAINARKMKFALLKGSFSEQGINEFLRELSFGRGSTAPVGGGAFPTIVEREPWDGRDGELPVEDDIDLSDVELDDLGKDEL
# SIRT5 block – SIRT5 desuccinylase inhibitors, primary screen, biochemical, fluorescence imaging, single point, set 5; Purified SirT5, succinyl-peptide AMC, trypsin-coupled fluorescence; inhibition, % at 15 µM; AID 652115, 2013; 330,000 compounds, 1.1% hits; in the data active means inhibition above about 15%; inconclusive means no clear call, values can overlap the other calls
# Target sequence (Q9NXA8 whole entry, looked up): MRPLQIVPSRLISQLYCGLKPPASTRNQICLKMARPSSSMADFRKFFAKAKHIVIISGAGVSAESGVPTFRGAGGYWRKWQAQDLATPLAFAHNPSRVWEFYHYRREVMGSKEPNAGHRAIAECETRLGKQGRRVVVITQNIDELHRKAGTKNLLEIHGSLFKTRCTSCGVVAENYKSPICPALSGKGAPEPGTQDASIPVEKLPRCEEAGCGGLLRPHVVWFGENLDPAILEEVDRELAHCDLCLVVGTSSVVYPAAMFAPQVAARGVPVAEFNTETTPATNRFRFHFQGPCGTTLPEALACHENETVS
# * hit, by the source's call; ? = inconclusive; nt = not tested or not shown.
SMILES,S100A4 MyoIIA,E-sel inducer,DENV2 CPE rescue,PglD inh,C2C12 statin,ERp5 block,SIRT5 block
CN(C)c1ccc(C(CNS(=O)(=O)c2ccc3ccccc3c2)N2CCOCC2)cc1 (stereo not given),-6,1.1,0,6,13,0,-2
COc1cccc(C(=O)Nc2ccc3c(c2)OC[C@H](C)NC[C@H](C)[C@H](OC)CN(C)C3=O)c1,-5,-0.1,17,-3,-12,-13,1
Cc1ccc(C2Nc3ccccc3C(=O)N2CCN2CCNC2=O)cc1 (stereo not given),-9,-0.2,0,nt,11,1,-7
O=C1CCC[C@@H]2Cc3nc4ccccc4cc3[C@@H]3CCN1[C@H]23,19,0.1,-5,4,10,2,-3
COc1ccc(Cc2c(C(C)(C)C)nc3cc(C)c(Br)c(C)n23)c(C)c1,-2,-0.4,-5,nt,nt,1,1
COc1ccc(C(C)c2cc3c(cc2OCC(=O)O)OCO3)cc1 (stereo not given),1,0.0,-1,nt,nt,2,-3
O=c1cc(-c2ccc(O)c(O)c2)oc2cc(O)c(C3OC(CO)C(O)C(O)C3O)c(O)c12 (stereo not given),-6,nt,-16,-10,10,2,nt
C[C@H]1CCCCO[C@@H](CN(C)S(=O)(=O)c2cn(C)cn2)[C@@H](C)CN([C@@H](C)CO)C(=O)c2cc(NC(=O)C3CCCCC3)ccc2O1,-19,0.0,1,9,-6,-5,1
C[C@@H]1CCCCO[C@@H](CN(C)C(=O)Nc2ccccc2)[C@H](C)CN([C@H](C)CO)C(=O)c2cc(NS(=O)(=O)c3cccs3)ccc2O1,-5,nt,-7,-2,nt,5,12
CCCC#Cc1ccc2c(c1)O[C@H](CN(C)C(C)=O)[C@H](C)CN([C@@H](C)CO)S2(=O)=O,-4,123*,-4,-3,-7,-5,0
O=C(c1ccc([N+](=O)[O-])cc1)N1CCCC1,-3,nt,4,1,nt,1,-3
CN(C)CC(=O)Nc1ccc2c(c1)[C@@H]1C[C@H](CC(=O)NCc3ccc4c(c3)OCO4)O[C@@H](CO)[C@@H]1O2,nt,-0.4,-1,nt,-5,nt,nt
CN(Cc1ccccc1)C(=O)Cc1ccccc1,-5,0.1,-4,-7,7,2,-4
C[C@H]1CN([C@@H](C)CO)C(=O)c2cccc(NS(=O)(=O)c3cn(C)cn3)c2O[C@@H]1CN(C)Cc1ccc(C(=O)O)cc1,11,-2.5,6,-7,nt,3,-1
O=C(O)C1=CCNCC1,1,?,1,0,12,9,-3
COc1ccc(C(=O)NC2CCN(CC(=O)NCc3cccc(OC)c3)CC2)cc1,0,-0.1,3,1,8,2,-2
O=c1cc[nH]c2c1ccc1c(=O)cc[nH]c12,-5,0.5,-7,0,7,-2,0
CO[C@@H]1CN(C)C(=O)c2ccc(NC(=O)c3ccc(F)cc3)cc2OC[C@@H](C)N(C(C)=O)C[C@@H]1C,-106,0.1,5,0,-1,-2,-2
C[C@@H]1CN([C@H](C)CO)C(=O)c2cc(-c3ccc(C#N)cc3)cnc2O[C@H]1CN(C)Cc1ccccn1,-9,0.0,10,-3,-14,1,-6
COC(Cn1cc(C)c(=O)[nH]c1=O)OC,2,0.6,5,5,-4,-2,9
O=S1(=O)CCOC[C@H](c2ccccc2)N1Cc1cccc(Cl)c1,-2,nt,6,-1,10,-6,nt
Cc1cc(C)n(-c2ccc(NC(=O)C3CCCCN3C(=O)c3ccoc3C)cc2)n1 (stereo not given),-1,nt,-12,4,2,-4,-7
CCn1c(SCC(=O)c2[nH]c(C)c(C(C)=O)c2C)nnc1-c1ccncc1,-4,nt,-1,0,-4,-1,0
CCOc1ccccc1N1CCN(C(=S)Nc2ccc(S(=O)(=O)Nc3ncccn3)cc2)CC1,0,1.1,2,-4,-10,-4,-5
COc1ccc(S(=O)(=O)Nc2ccc3c(c2)C(=O)N([C@H](C)CO)C[C@H](C)[C@@H](CN(C)S(C)(=O)=O)OCCCC[C@H](C)O3)cc1,9,0.0,9,0,nt,-1,-8
# Additional structures:
SMILES,S100A4 MyoIIA,E-sel inducer,DENV2 CPE rescue,PglD inh,C2C12 statin,ERp5 block,SIRT5 block
Cc1ccc(NC(=O)CSc2nnc3ccc(-c4ccncc4)nn23)cc1,-6,nt,-4,1,1,1,-1
O=C(COC(=O)[C@@H]1CCCN1S(=O)(=O)c1ccc(Cl)cc1)NC1CC1,-1,-0.4,4,-5,-5,-1,-2
COC(=O)C1=C(NC(=O)c2ccccc2C)CCS1,?,0.9,nt,nt,-2,0,0
Cc1ccc(S(=O)(=O)N(C)C[C@H]2Oc3ccc(NC(=O)NC4CCCCC4)cc3C(=O)N([C@@H](C)CO)C[C@H]2C)cc1,-28,0.0,-6,0,-47,0,5
CC(C)NC(=O)N(C)C[C@@H]1Oc2ccc(NS(=O)(=O)c3cccs3)cc2CC(=O)N([C@H](C)CO)C[C@@H]1C,-3,26*,0,-2,-2,-3,3
O=C(NNC(=O)c1cc2cc(OC(F)(F)F)ccc2[nH]1)c1ccc(Cl)cc1,-5,nt,10,0,nt,-3,0
O=C(C[C@H]1C(=O)N(c2ccc(Br)cc2)C[C@@H]1Cc1ccccc1)Nc1ccccc1,1,nt,1,-1,19,3,-6
C[C@@H]1CN([C@H](C)CO)C(=O)c2cc(NS(C)(=O)=O)ccc2O[C@@H](C)CCCCO[C@@H]1CN(C)Cc1ccc(C(F)(F)F)cc1,nt,-0.1,-5,-3,nt,nt,nt
O=C(O)c1ccccc1C(=O)NC1CCN(c2nccc(C(F)(F)F)n2)CC1,-1,0.4,6,-1,4,1,0
COc1cc(/C(C)=N\NC(=O)CSc2nc3ccccc3n2C)ccc1O,-2,0.6,-3,-1,-4,-6,3
O=C(C[n+]1ccc(-c2ccccc2)cc1)Nc1ccc([N+](=O)[O-])cc1,0,-0.1,-7,-2,-19,-3,1
Cc1ccc(S(=O)(=O)N(C)C[C@H]2OCCCC[C@H](C)Oc3ccc(NS(=O)(=O)c4cccs4)cc3C(=O)N([C@@H](C)CO)C[C@@H]2C)cc1,-7,nt,11,8,nt,2,8
CSc1nnc(C)c(=O)n1COC(=O)c1ccccc1,-1,1.0,-5,nt,4,-10,0
COc1ccc(NC(=O)N(C)C[C@H]2Oc3ccc(NS(=O)(=O)c4ccccc4)cc3C(=O)N([C@H](C)CO)C[C@H]2C)cc1,-2,nt,4,1,nt,-1,-1
CO[C@H]1CN(C)C(=O)c2ccc(NC(=O)C3CC3)cc2OC[C@@H](C)N(Cc2ccc(F)cc2)C[C@@H]1C,0,-0.1,-10,1,10,-3,3
COc1ccc(S(=O)(=O)Nc2ccc3c(c2)C(=O)N([C@@H](C)CO)C[C@@H](C)[C@H](CN(C)S(=O)(=O)c2ccc(OC)cc2)OCCCC[C@@H](C)O3)cc1,nt,3.6,6,-4,nt,nt,nt
C[C@H](CO)N1C[C@H](C)[C@H](CN(C)Cc2ccccc2)Oc2c(NC(=O)c3nc4ccccc4s3)cccc2C1=O,-47,-0.3,13,4,21,-8,1
Cc1[nH]nc2nc(SCC(=O)NC3CCCCC3)n(-c3ccc(Br)cc3)c(=N)c12,-2,1.6,0,-1,-15,-2,0
O=C(N/N=C/c1ccoc1)c1cccc([N+](=O)[O-])c1,-1,0.4,-4,-1,6,3,-1
CC(=O)N1c2ccc(S(=O)(=O)N3CCC(C(=O)N4CC(C)CC(C)C4)CC3)cc2CC1C (stereo not given),0,nt,-1,4,19,-1,3
COc1ccc(C(=O)OCCc2sc[n+](CC(=O)c3ccccc3)c2C)cc1,0,0.2,0,-5,4,-1,-2
CCC(C(=O)NC1CCN(C)CC1)c1ccccc1 (stereo not given),-3,-0.1,-5,1,-4,3,-13
O=c1cc2c(c(-c3ccccc3)n1Cc1ccccc1)[C@H](CCO)NC2,-3,-0.1,-6,3,24,3,-5
O=C(NC(Cc1ccccc1)C(=O)O)/C(=C/c1cccc([N+](=O)[O-])c1)NC(=O)c1cccc(Br)c1 (stereo not given),-2,nt,-2,5,8,0,1
CCS(=O)(=O)Nc1ccc(NC(C)=O)cc1,-10,nt,nt,1,nt,3,2

# Part of the list above, showing only E-sel inducer and DENV2 CPE rescue.
canonical_smiles	E-sel inducer	DENV2 CPE rescue
Cc1[nH]nc2nc(SCC(=O)NC3CCCCC3)n(-c3ccc(Br)cc3)c(=N)c12	1.6	0
O=C(N/N=C/c1ccoc1)c1cccc([N+](=O)[O-])c1	0.4	-4
CC(=O)N1c2ccc(S(=O)(=O)N3CCC(C(=O)N4CC(C)CC(C)C4)CC3)cc2CC1C (stereo not given)	nt	-1
COc1ccc(C(=O)OCCc2sc[n+](CC(=O)c3ccccc3)c2C)cc1	0.2	0
CCC(C(=O)NC1CCN(C)CC1)c1ccccc1 (stereo not given)	-0.1	-5

# Next part
SMILES,S100A4 MyoIIA,E-sel inducer,DENV2 CPE rescue,PglD inh,C2C12 statin,ERp5 block,SIRT5 block
CC(=O)c1sc(NC(=O)COc2ccc(Cl)cc2Cl)nc1C,1,nt,4,-2,1,6,2
Cc1ccc(S(=O)(=O)N2CCCCC2)cc1NC(=O)CCN1C(=O)C2CC=CCC2C1=O (stereo not given),-16,1.5,-2,2,-4,-3,2
O=C(C[C@@H]1C=C[C@@H](NC(=O)Nc2ccc3c(c2)OCO3)[C@H](CO)O1)NCc1ccc(Cl)cc1,-13,1.3,2,3,-23,4,2
C[C@@H]1CN([C@@H](C)CO)C(=O)Cc2cc(NS(=O)(=O)c3ccc(Cl)cc3)ccc2O[C@@H]1CN(C)Cc1ccc(C(=O)O)cc1,-15,0.2,8,nt,23,1,-2
CSc1ccc(/C=N/NC(=O)COc2ccc(Br)cc2Cl)cc1,1,-1.4,1,nt,nt,0,-2
COc1ccc(S(=O)(=O)Nc2ccc3c(c2)OCO3)cc1OC,-1,nt,nt,-6,20,6,4
Fc1cc(F)cc(Nc2nc(Cl)nc(NC3CCCC3)n2)c1,7,-0.2,-11,3,5,-2,nt
Cc1cc(C)c(C(O)c2ncc(-c3ccccc3F)[nH]2)c(C)c1 (stereo not given),2,-0.2,0,2,-1,-7,2
Cc1cc(C)c(NC(=O)CCCn2c(=O)oc3ccccc32)c(C)c1,2,-0.1,nt,2,-8,-10,0
O=C(NNc1nc2ccccc2o1)c1ccccc1,-10,-0.1,2,3,nt,2,-2

# Entries of single compounds, quoted from the list. Order of screens: S100A4 MyoIIA, E-sel inducer, DENV2 CPE rescue, PglD inh, C2C12 statin, ERp5 block, SIRT5 block
# COc1ccc(S(=O)(=O)Nc2ccc3c(c2)OCO3)cc1OC is entered as -1, nt, nt, -6, 20, 6, 4
# CC(C)NC(=O)N(C)C[C@@H]1Oc2ccc(NS(=O)(=O)c3cccs3)cc2CC(=O)N([C@H](C)CO)C[C@@H]1C is entered as -3, 26*, 0, -2, -2, -3, 3
# COc1ccc(C(=O)OCCc2sc[n+](CC(=O)c3ccccc3)c2C)cc1 is entered as 0, 0.2, 0, -5, 4, -1, -2
# Cc1ccc(C2Nc3ccccc3C(=O)N2CCN2CCNC2=O)cc1 (stereo not given) is entered as -9, -0.2, 0, nt, 11, 1, -7
# CO[C@H]1CN(C)C(=O)c2ccc(NC(=O)C3CC3)cc2OC[C@@H](C)N(Cc2ccc(F)cc2)C[C@@H]1C is entered as 0, -0.1, -10, 1, 10, -3, 3

# The list is partial; rates above refer to the full screens.
